# High-throughput results as filed in PubChem BioAssay.
# HCMV inh: inhibitors of human cytomegalovirus | 410,000 tested, 4.5% active | activity change, negative = inhibition, % at 57.5 µM | AID 1259415 | HFF cells, HCMV-luciferase reporter, 72 h; hits give low values; in the data active means activity change below about -60%; inconclusive means no clear call, values can overlap the other calls; inactive means above about -39%
#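 Two-dose cell screen: HFF monolayers treated with compounds and infected with luciferase-expressing HCMV at 1 PFU/cell, 72 h at 37C, then lysed for luciferase measurement.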
# AMA1 RON2 block: disrupts binding of P. falciparum AMA1 to RON2; AlphaScreen AMA1-biotinylated RON2 peptide binding; Potency, µM (series often up to 58.2 µM), for the others: at the highest dose activity change, negative = inhibition, most hits filed as inhibitors; 360,000 tested, 0.2% active;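 further: potency means the concentration at half of the fitted maximal effect; 0% = vehicle wells and -100% = peptide control; nearly all actives have a fitted effect of over 45% in size; some results filed as inactive show a strong effect at the top dose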
#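 AMA1 (3D7) with his tag at 25 nM final met compounds first, then biotinylated RON2 peptide at 25 nM; detection used donor plus acceptor beads, 10 µg/mL apiece, read by AlphaScreen after 30 min at room temperature.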
# Giardia FBPA inh: inhibitors of Giardia lamblia fructose-1,6-bisphosphate aldolase. A8B2U2. purified Giardia FBPA. Potency, µM (highest dose often 59.6 µM), inactives show top-dose activity, negative = inhibition, usual class: inhibitors. 290,000 tested, 0.71% active; further: potency means the concentration at half of the fitted maximal effect; nearly all actives have a fitted effect of over 55% in size
# Target sequence (A8B2U2 whole entry, looked up): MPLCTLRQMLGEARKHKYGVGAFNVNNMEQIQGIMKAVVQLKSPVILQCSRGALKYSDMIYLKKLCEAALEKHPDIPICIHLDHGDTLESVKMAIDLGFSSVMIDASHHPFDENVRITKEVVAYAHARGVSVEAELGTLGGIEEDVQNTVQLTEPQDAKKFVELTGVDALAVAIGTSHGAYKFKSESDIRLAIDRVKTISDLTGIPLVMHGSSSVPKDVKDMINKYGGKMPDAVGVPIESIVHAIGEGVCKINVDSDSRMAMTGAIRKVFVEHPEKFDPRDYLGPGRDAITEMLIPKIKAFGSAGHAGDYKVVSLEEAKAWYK
#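 40 nM FBPA preincubated 10 min at RT with compound (up to 57.5 uM final), then substrate plus GAPDH/TPI/NAD/arsenate coupling and diaphorase/resazurin added. Fluorescence read after 20 min at RT, 525/598 nm.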
# AmpC detergent: inhibitors of E. coli AmpC beta-lactamase with detergent; P00811; AmpC hydrolysis of nitrocefin, absorbance 480 nm, 0.01% Triton; Potency, µM (titrated, usually from 114 µM), inactives show top-dose activity change, negative = inhibition, most hits filed as inhibitors; 370,000 tested, 0.041% active;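 further: potency means the concentration at half of the fitted maximal effect; 0% = no-compound wells and -100% = no-enzyme wells; nearly all actives have a fitted effect of over 25% in size; some results filed as inactive show a strong effect at the top dose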
# Target sequence (P00811 whole entry, looked up): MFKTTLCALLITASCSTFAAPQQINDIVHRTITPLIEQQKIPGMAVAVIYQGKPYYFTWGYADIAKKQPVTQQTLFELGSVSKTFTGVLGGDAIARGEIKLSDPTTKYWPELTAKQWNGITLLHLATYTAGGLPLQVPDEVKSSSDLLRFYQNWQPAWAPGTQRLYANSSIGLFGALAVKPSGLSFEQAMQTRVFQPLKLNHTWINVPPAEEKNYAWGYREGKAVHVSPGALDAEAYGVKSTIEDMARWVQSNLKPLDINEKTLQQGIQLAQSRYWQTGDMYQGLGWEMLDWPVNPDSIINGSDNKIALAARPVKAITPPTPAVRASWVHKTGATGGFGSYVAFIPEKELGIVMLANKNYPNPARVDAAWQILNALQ
#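 20 mM phosphate pH 7.0 + 0.01% (detergent screen) or 0.0001% Triton X-100; 5.3 nM AmpC reagent; cpd preinc 15 min RT; nitrocefin (800 uM stock) to start; A480 q20 s × 4 min; Activity was normalised to no-enzyme and no-compound control wells.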
# HCV inh: HCV inhibition; Potency, µM (series often up to 41.8 µM), without a hit: at the highest dose activity change, negative = inhibition, usual class: inhibitors; 340,000 tested, 3.4% active; Huh7.5.1 HCVcc-Cre infection, luciferase reporter, 44 h; AID 651820; further: potency means the concentration at half of the fitted maximal effect
#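 Reporter virus HCVcc-Cre (~0.5 moi) infects cells exposed to compound; seeding density 1,000 cells/well with 4 h settling beforehand. Luminescence, 15 sec read, taken 44 h post-infection following a 15 min RT substrate incubation.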
# Sm TGR inh: inhibitors of Schistosoma mansoni thioredoxin glutathione reductase; Q962Y6; purified TGR, DTNB reduction, TNB absorbance 405 nm; Potency, µM (titrated, usually from 114 µM), without a hit: top-dose activity change, negative = inhibition, usual class: inhibitors; 360,000 tested, 3% active; AID 485364; further: potency means the concentration at half of the fitted maximal effect; nearly all actives have a fitted effect of over 60% in size
#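 Kinetic colorimetric format: TGR-catalysed, NADPH-driven DTNB reduction monitored via TNB absorbance. Enzyme dispensed at 20 nM; compound exposure 15 min at room temperature before reaction start.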
# * = called active by the depositor; ? = inconclusive; nt = not tested or not shown; & = joins results of further samples; [ ] = dose if it differs, or a comment. Unless noted, the call rests on the fitted dose curve; in most records, active means well fitted curve in the direction sought with a large enough effect; inconclusive means small, poorly fitted or top-dose-only effect, or another doubt; inactive means no such curve, though single readings can be large; an effect the other way counts as inactive or inconclusive. Unless noted, on the % scale 0 is the no-effect control and ±100 the full control effect.
# Each structure is followed by: HCMV inh | AMA1 RON2 block | Giardia FBPA inh | AmpC detergent | HCV inh | Sm TGR inh
- Cc1nc2ccccc2n1CC(O)COc1ccccc1Cl (stereo unspecified)
  -74* | 0% | -7% | 2% | ? | -12%
- O=C(c1ccccc1)N1CCCN(c2nccc(C(F)(F)F)n2)CC1
  -29 | -3% | -2% | 8% | 9% | 1%
- Cc1cccc(NC(=O)C[n+]2cccc(C)c2)c1
  28 | 9% | -20% | -8% | 11% | -11%
- O=C(Nc1cc(S(=O)(=O)N2CCCCC2)ccc1Cl)c1ccncc1
  -15 | -3% | nt | -13% | 2% | -8%
- COc1cccc(N2CC(NC(=O)C3CCCCC3)CC2=O)c1 (stereo unspecified)
  -17 | nt | nt | 3% | nt | 20%
- COC(=O)C(CC(C)C)NC(=O)c1ccc(F)cc1 (stereo unspecified)
  -23 | -3% | -8% | -11% | 3% | 4%
- COc1ccc(OCc2nc3c4c(ncn3n2)-c2ccccc2CC42CCCC2)cc1
  ? | -12% | 0% | ? | ? | -3%
- CCC1CCc2c(sc(NC(=O)c3cccnc3)c2C(N)=O)C1 (stereo unspecified)
  -5 | 23% | -2% | -11% | ? | -3%
- COC(=O)c1cc(-c2ccccc2)n(CCN)c1C
  22 | 4% | nt | nt | 7% | nt
- S=C(NCc1ccccn1)Nc1ccccc1Cl
  21 | 3%[2.32 µM] | -14% | -1% | 7% | -4%

# (further entries)
# Each structure is followed by: HCMV inh | AMA1 RON2 block | Giardia FBPA inh | AmpC detergent | HCV inh | Sm TGR inh
- O=C1Nc2ccccc2N(O)N1c1cc(-c2cccc(Cl)c2)no1
  -25 | 3% | 27% | 1% | 1% | 6%
- COc1ccccc1CCC(=O)Nc1cc(S(=O)(=O)N2CCOCC2)ccc1N1CCCC1
  -5 | -4% | nt | -13% | ? | -3%
- Cc1cc(N2CCN(C)CC2)nc2ccc(NC(=O)c3cccnc3Cl)cc12
  28 | 28% | -1% | ? | ? | 0%
- O=C(c1cc(S(=O)(=O)N2CCOCC2)ccc1Cl)N1CCC(Cc2ccccc2)CC1
  -2 | -17% | nt | ? | -18%[8.37 µM] | -7%
- CC(=O)NCCc1cc2cc(C)c(C)cc2[nH]c1=O
  -14 | 14% | -1% | -6% | 33% | 4%
- Nc1cc(N)nc(SCC(=O)N2CCN(C(=O)c3ccco3)CC2)n1
  -35 | 8% | 2% | -4% | 16% | -1%
- CCOC(=O)c1[nH]c(C)c(C(=O)OCC(=O)N(C)C2CCS(=O)(=O)C2)c1C (stereo unspecified)
  94 | -2% | 1% | 12% | -1% | 3%
- COC(=O)CSc1nsc(SCC(=O)OC)c1C#N
  -35 | 15% | 10% | 0% | -8% | 7%
- C=Cc1cc2c(cc1O)CCC1C2CCC2(C)C(O)CCC12 (stereo unspecified)
  0 | -5% | nt | nt | ? | nt
- COc1ccc(-n2c(Cc3cccn3C)nnc2SCC(=O)Nc2ccccc2C)cc1
  -4 | -9% | -2% | ? | 9% | -32%

# (further entries)
# Each structure is followed by: HCMV inh | AMA1 RON2 block | Giardia FBPA inh | AmpC detergent | HCV inh | Sm TGR inh
- O=C(NCC1CCCO1)c1cn(Cc2ccccc2)nc1-c1ccc(Cl)cc1 (stereo unspecified)
  0 | 0% | nt | -1% | -12% | 3%
- O=Cc1coc2c(ccc3ccccc32)c1=O
  nt | nt | 3% | -10% | nt | 28µM*
- O=C(OCc1nnc(-c2ccc(Br)cc2)o1)c1cncc(Br)c1
  ? | -2% | 6% | -3% | 24% | 6%
- COC(=O)c1c(C)oc2ccc(OC(=O)c3cccs3)cc12
  ? | 29% | -4% | ? | ? | 7%
- CCN(Cc1ccncc1)Cc1cn[nH]c1-c1cc(OC)c(OC)c(OC)c1
  34 | 7% | 0% | -6% | 6% | -15%
- COc1ccc(-c2oc3ccc(-c4cc(OC)c(OC)c(OC)c4)cc3c2-c2ccc(OC)nc2)cc1
  25 | 0% | 4% | -11% | 3% | 1%
- CCNc1nnc(SCC(=O)c2cc(C)n(C3CC3)c2C)s1
  -39 | -2% | nt | ? | ? | -13%
- COc1cc(NC(=S)Nc2ccc(N(C)C(C)=O)cc2)cc(OC)c1
  -14 | 8% | -15% | -2% | 8% | ?
- COc1cc2ccccc2cc1C(=O)Nc1cc(C)ccn1
  85 | 2% | nt | -10% | 13µM* | -22%
- CCC/C=C1/CCCOC(C(=O)NCc2ccccc2)(C(F)(F)F)C1 (stereo unspecified)
  -11 | 25% | -2% | nt | 0.89µM* | nt

# (listing goes on)
# Each structure is followed by: HCMV inh | AMA1 RON2 block | Giardia FBPA inh | AmpC detergent | HCV inh | Sm TGR inh
- Cc1ccc(NC(=O)COc2ccccc2C=O)cc1Cl
  137 | -3% | 4% | 5% | -17% | 11%
- Cn1nnnc1SCc1cn2cccnc2n1
  -11 | 18% | -10% | -12% | 6% | -5%
- CCN1C(=O)NC(=O)/C(=C\c2cn(CC(=O)N3CCCCC3C)c3ccccc23)C1=O (stereo unspecified)
  nt | 16% | -1% | -5% | 8% | 0%
- CCOC(=O)c1ccc(NS(=O)(=O)c2cc(Br)cc3c2N(C(C)=O)C(C)C3)cc1 (stereo unspecified)
  -29 | nt | nt | 11% | nt | 12%
- O=C1CC(SCc2nc3ccccc3[nH]2)C(=O)N1c1ccc(F)c(Cl)c1 (stereo unspecified)
  -9 | 87%[activator] | -3% | -8% | 14% | 40µM*
- CCC(=O)c1ccc(OCC(=O)NC2CCN(Cc3ccccc3)CC2)cc1
  -105* | 6% | nt | nt | ? | nt
- Cc1cccc(CSC2=NN3CCCC(=O)N=C3S2)c1
  16 | -4% | 3% | -9% | -20%[8.37 µM] | 0%
- CC(=O)NC1(C(F)(F)F)C(=O)Nc2c1c(=O)[nH]c(=O)n2CC(C)C (stereo unspecified)
  20 | 8% | -5% | -10% | 9% | -4%
- COc1cccc(OCC(O)CN2CCN(c3ccc(Cl)cc3)CC2)c1 (stereo unspecified)
  -28 | -5% | -3% | 6% | ? | -13%
- CN(CC(=O)Nc1ccc(Cl)cc1)CC(=O)Nc1ccc(F)c(F)c1F
  -13 | 70%[activator] | -2% | 6% | ? | -2%

# Shown comma-delimited: part of the list above.
Structure,HCMV inh,AMA1 RON2 block,Giardia FBPA inh,AmpC detergent,HCV inh,Sm TGR inh
CCC/C=C1/CCCOC(C(=O)NCc2ccccc2)(C(F)(F)F)C1 (stereo unspecified),-11,25%,-2%,nt,0.89µM*,nt
Cc1ccc(NC(=O)COc2ccccc2C=O)cc1Cl,137,-3%,4%,5%,-17%,11%
Cn1nnnc1SCc1cn2cccnc2n1,-11,18%,-10%,-12%,6%,-5%
CCN1C(=O)NC(=O)/C(=C\c2cn(CC(=O)N3CCCCC3C)c3ccccc23)C1=O (stereo unspecified),nt,16%,-1%,-5%,8%,0%
CCOC(=O)c1ccc(NS(=O)(=O)c2cc(Br)cc3c2N(C(C)=O)C(C)C3)cc1 (stereo unspecified),-29,nt,nt,11%,nt,12%
O=C1CC(SCc2nc3ccccc3[nH]2)C(=O)N1c1ccc(F)c(Cl)c1 (stereo unspecified),-9,87%[activator],-3%,-8%,14%,40µM*
CCC(=O)c1ccc(OCC(=O)NC2CCN(Cc3ccccc3)CC2)cc1,-105*,6%,nt,nt,?,nt
Cc1cccc(CSC2=NN3CCCC(=O)N=C3S2)c1,16,-4%,3%,-9%,-20%[8.37 µM],0%
CC(=O)NC1(C(F)(F)F)C(=O)Nc2c1c(=O)[nH]c(=O)n2CC(C)C (stereo unspecified),20,8%,-5%,-10%,9%,-4%
COc1cccc(OCC(O)CN2CCN(c3ccc(Cl)cc3)CC2)c1 (stereo unspecified),-28,-5%,-3%,6%,?,-13%
CN(CC(=O)Nc1ccc(Cl)cc1)CC(=O)Nc1ccc(F)c(F)c1F,-13,70%[activator],-2%,6%,?,-2%

# Other results follow.
# Each structure is followed by: HCMV inh | AMA1 RON2 block | Giardia FBPA inh | AmpC detergent | HCV inh | Sm TGR inh
- NC(=NCCc1c[nH]c2ccccc12)NC(=O)c1ccc(F)cc1
  -38 | -9% | -6% | 5% | -8% | 5%
- COc1ccc(C)cc1-n1ccn(CC(=O)Nc2ccc(Br)cc2F)c(=O)c1=O
  -32 | 3% | nt | -15% | -12% | 4%
- Oc1ccc(Cl)cc1CNn1cnnc1
  -18 | 12% | 3% | 2% | 32%[activator] | 9%
- COC(=O)C1=C(c2ccc(C(C)=O)cc2)C[C@@H]2CC[C@H]1N2C(=O)N1CCC(O)CC1
  20 | -2% | nt | -3% | 10% | -8%
- N#Cc1cccc(NC(=O)COC(=O)c2cc(S(=O)(=O)Nc3ccccc3Cl)ccc2O)c1
  -32 | -14% | nt | nt | 20% | nt
- CCCC1=NN(c2ccc([N+](=O)[O-])cc2)C(=O)/C1=C/N(C)C
  -9 | 7% | -8% | 0% | 7% | -2%
- CCOC(=O)N1CCN(C(=O)CN2C(=O)NC(C)(c3ccc4ccccc4c3)C2=O)CC1 (stereo unspecified)
  -11 | -6% | nt | ? | 5% | -20%
- COC(=O)Cn1c(CN2CCN(C(=O)c3ccco3)CC2)nc2c1c(=O)n(C)c(=O)n2C
  4 | 23% | -3% | 3% | 22% | -27%
- Cc1ccc(NC(=O)CCn2cccc2)cc1Cl
  -15 | -8% | -7% | -3% | -1% | 35µM*
- Nc1ccc(CNC(=O)OCC2c3ccccc3-c3ccccc32)cc1
  81 | -11% | nt | nt | -8% | nt

# (cont.)
# Each structure is followed by: HCMV inh | AMA1 RON2 block | Giardia FBPA inh | AmpC detergent | HCV inh | Sm TGR inh
- N#Cc1ccc(C(=O)CSc2n[nH]c(=O)n2Cc2ccco2)cc1
  0 | -7% | -3% | -3% | 17% | ?
- CCOc1ccc(S(=O)(=O)NCCC(=O)N2CCN(Cc3ccccc3)CC2)cc1
  -28 | -1% | nt | -8% | -6% | -4%
- O=S(=O)(c1cccc(C(F)(F)F)c1)N(CCCN1CCOCC1)Cc1cccs1
  -14&-28 | ? | ? | 1%&2% | 5%&-30% | -24%&-2%
- O=C(CCCn1c(SCc2cccc([N+](=O)[O-])c2)nc2ccccc2c1=O)NCC1CCCO1 (stereo unspecified)
  -1 | -7% | -5% | ? | -22% | 4%
- Cc1cc(Cl)nc(Cl)c1C(=O)N1CCOCC1
  105 | 1% | 0% | 6% | 20% | 1%
- Cc1cc(N2CCCCC2)nc2ccc(NC(=O)/C=C/c3ccccc3Cl)cc12
  ? | nt | nt | 5% | nt | -2%
- CCOC(=O)c1ccccc1NC(=O)CN(c1ccccc1C)S(C)(=O)=O
  19 | -6% | 0% | 3% | -9% | -7%
- CC(Nc1cccnc1)=C(C#N)C#N
  -10 | 6% | -19% | 0% | 10% | 34%

# Outcome played no part in choosing rows; overall some 9.3% were active at least once.
